# HttQ103 aggreg: qHTS Multiplex Assay to Identify Dual Action Probes in a Cell Model of Huntington: Aggregate Formation (GFP) | PC12 HttQ103-GFP aggregates, Acumen cytometry, 40 h | Potency, µM (series often up to 46.1 µM), for inactives: top-dose activity change, negative = inhibition, actives largely listed as inhibitors | AID 1688, 2009 | actives 1.1% (n = 220,000); note: % is set by controls: 0 for no effect and ±100 for the full control effect; nearly all actives have a fitted effect of over 60% in size
#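 Aggregates are detected as GFP objects 1–25 µm with signal 6 STDEV over background in lysates of induced PC12 cells. These carry Huntingtin exon 1 with 103 glutamines fused to GFP under an ecdysone promoter; compounds titrated.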
# IMPase Li inh: qHTS Assay for Identifying the Cell-Membrane Permeable IMPase Inhibitors: Potentiation with Lithium; AID 1457, 2008; CHO-M1 cells, IP1 TR-FRET (IP-One), carbachol + lithium; Potency, µM (titrated, usually from 59.4 µM), for inactives: at the top dose activity, negative = IMPase inhibition, most hits filed as inhibitors; actives 0.35% (n = 210,000);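 note: IP1 builds up when IMPase is blocked and the TR-FRET signal falls; plate controls were basal vehicle for no effect and high inhibitor control for full effect; nearly all actives have a fitted effect of over 50% in size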
#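 Concentration–response in CHO-M1 cells, lithium-potentiated; 30 min at 37C. IP1 detected by competitive TR-FRET after 10 min lysis at RT. Hill-fitted AC50.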
# GAA glycogen mod: qHTS Assay for Inhibitors and Activators of Human alpha-Glucosidase Cleavage of Glycogen; Lysosomal alpha-glucosidase (Homo sapiens), P10253; recombinant GAA, glycogen substrate, Amplex Red glucose oxidase fluorescence; Potency, µM (highest dose often 76.4 µM), for inactives: at the top dose activity change, negative = inhibition, actives largely listed as inhibitors; actives 0.38% (n = 300,000);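 note: 0% = full enzyme reaction and -100% = no-enzyme basal signal; the screen sought inhibitors and activators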
#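 qHTS, 1536-well; enzyme 4 nM final; cpd up to 77 uM; substrate bovine liver glycogen 30 ug; 50 mM citrate/phosphate pH 5.0, 0.01% Tween-20; 37 C, 40 min; Amplex Red detection 45 min RT; Hill fit → AC50.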
# RGS12 GoLoco inh: qHTS Assay for Inhibitors of RGS12 GoLoco Motif Activity (Red Fluorophore); Gai1:RGS12 GoLoco peptide FP, rhodamine, 10 min; Potency, µM (titrated, usually from 61.6 µM), for inactives: top-dose activity, negative = inhibition, actives largely listed as inhibitors; actives 0.44% (n = 230,000); AID 880, 2007; active = well fitted inhibition curve with a large enough effect, not every such curve was filed as active; inactive = no such curve, though single readings can be large or run the other way; note: % is set by controls: 0 for no effect and ±100 for the full control effect; nearly all actives have a fitted effect of over 30% in size; many of its hits are not listed in these tables
# Target sequence (P63096 whole entry, looked up): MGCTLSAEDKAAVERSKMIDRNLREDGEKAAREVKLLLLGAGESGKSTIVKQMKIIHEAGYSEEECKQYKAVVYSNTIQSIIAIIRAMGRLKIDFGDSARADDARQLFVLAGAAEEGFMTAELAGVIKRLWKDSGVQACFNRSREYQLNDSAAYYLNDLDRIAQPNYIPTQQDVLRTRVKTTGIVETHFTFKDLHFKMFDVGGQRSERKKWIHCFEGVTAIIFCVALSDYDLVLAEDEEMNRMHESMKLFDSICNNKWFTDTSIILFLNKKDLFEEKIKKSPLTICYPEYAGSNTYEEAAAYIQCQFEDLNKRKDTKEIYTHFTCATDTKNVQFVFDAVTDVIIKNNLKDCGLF
# GAA inh: qHTS Assay for Inhibitors of Human alpha-Glucosidase as a Potential Chaperone Treatment of Pompe Disease. Lysosomal alpha-glucosidase (Homo sapiens), P10253. purified human GAA, 4-MU-alpha-glucoside fluorescence. Potency, µM (series often up to 76.9 µM), inactives show top-dose activity change, negative = inhibition, most hits filed as inhibitors. actives 0.005% (n = 200,000). AID 1466, 2008;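 note: plate controls were uninhibited enzyme wells for no effect and no-enzyme background for full effect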
#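 Human enzyme at 4 nM with 400 uM 4-methylumbelliferyl-alpha-D-pyranoside, citrate/phosphate buffer pH 5.0, 0.005% Tween-20, 20 min at room temperature. Compounds up to 77 uM. 4-MU fluorescence (Ex 365/Em 440) read after NaOH/glycine stop; AC50 from Hill fit.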
# HTT cytoprotect: qHTS Multiplex Assay to Identify Dual Action Probes in a Cell Model of Huntington: Cytoprotection (ATP) | PC12 HTT-Q103 induced, cytoprotection, ATP luminescence, 40 h | Potency, µM (highest dose often 56.4 µM), for inactives: cytoprotection (ATP increase), most hits filed as activators | actives 0.14% (n = 230,000);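 note: % of control where 0% means no effect; nearly all actives have a fitted effect of over 45% in size; toxic huntingtin expression switched on by the ecdysone agonist tebufenozide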
#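 Rat PC12, Q103 Htt exon1-GFP fusion, ecdysone promoter; tebufenozide inducer 100 nM final; compound titration; qHTS, 1500 cells/well; ATPlite luminescent read.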
# GAA spleen mod: qHTS Assay for Inhibitors and Activators of Human alpha-Glucosidase From Spleen Homogenate. actives 0.006% (n = 240,000). Potency, µM (titrated, usually from 79.9 µM), without a hit: at the top dose activity change, negative = inhibition, actives largely listed as inhibitors. AID 2112, 2009. Lysosomal alpha-glucosidase (Homo sapiens), P10253. human spleen homogenate, 4-MU-alpha-glucoside fluorescence;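 note: 0% = enzyme with vehicle and -100% = no enzyme basal signal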
#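 Compounds were titrated against alpha-glucosidase in spleen homogenate at pH 5.0, with 1 mM 4-methylumbelliferyl substrate for 40 min at 37 C. Reactions were quenched with pH 10 NaOH/glycine and fluorescence measured.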
# Numbers without * were called inactive; ? = inconclusive; · = not tested or not shown; & = joins results of further samples; [ ] = another dose, or the depositor's remark. Unless noted, calls come from the whole dose curve; as a rule, active = well fitted curve in the direction sought with a large enough effect; inconclusive = small, poorly fitted or top-dose-only effect, or another doubt; inactive = no such curve, though single readings can be large; an effect the other way counts as inactive or inconclusive. Potency is the fitted concentration of half-maximal effect. Only part of the results is shown, so the mix of outcomes need not match the whole.
SMILES,HttQ103 aggreg,IMPase Li inh,GAA glycogen mod,RGS12 GoLoco inh,GAA inh,HTT cytoprotect,GAA spleen mod
CC(C1OC(C)(C)C(O)C1O)C1CC[C@@]2(C)C3=CCC4C(C)(C)C(=O)CC[C@]4(C)C3CC[C@@]12C (stereo partly drawn),·,8%,·,-1%,·,-75%[inhibitor],-6%
CCN1CCN(C2CC(=O)NC2=O)CC1 (stereo not drawn),2%,-1%,9%,-21%,-2%,-17%,-5%
CC(=O)C1(C)CC2=C(CCCC2(C)C)CC1C (stereo not drawn),·,-6%,·,8%,·,-2%,-11%
Cc1ccc(NC(=O)c2ccccc2NC(=O)CCC(=O)O)cc1,10%,-1%,6%,-5%,0%,-10%[10 µM],-1%
CO[C@]1(NC(=O)C2SC(=C(C(N)=O)C(=O)O)S2)C(=O)N2C(C(=O)O)=C(CSc3nnnn3C)CS[C@H]21 (stereo partly drawn),9%[20.6 µM],2%,·,-4%[21.6 µM],·,?,6%[29.1 µM]
COc1ccc(NS(=O)(=O)Cc2ccccc2Cl)cn1,12%,-3%[38.3 µM],3%,-6%,1%,2%,-3%
CCC(=O)Nc1ccc(C(=O)CSc2nc(N)cc(N)n2)cc1,20%[9.22 µM],·,2%,1%,·,7%[10 µM],-5%
O=C(CSc1ccc(Cl)cc1)N1CCC(c2nc3ccccc3s2)CC1,?,16%[38.3 µM],-8%,7%,?,-27%,-10%
Oc1cc2c(c(Cl)c1O)CCNCC2c1ccccc1 (stereo not drawn),·,28%&10%,·,-12%&-27%,·,-14%,8%&3%
CC1CN(c2nc3c(c(=O)n(C)c(=O)n3C)n2Cc2c(F)cccc2Cl)CC(C)O1 (stereo not drawn),1%,-5%[38.3 µM],0%,1%,-1%,-29%[0.074 µM],8%
O=C(Oc1ccc2c3c(c(=O)oc2c1)CCCC3)c1ccco1,11%,-19%[38.3 µM],-5%,17%,?,20%,?
CCOC(=O)C(Sc1cc(-c2ccccc2)nc2ncnn12)C(C)=O (stereo not drawn),-5%[9.22 µM],·,2%,6%,·,-17%[10 µM],2%
COc1ccc2c(c1-c1c3c(cc(Br)c1OC)CCCC3)CCCC2,·,-5%,·,5%,·,?,-2%
CC1(C)NC(=O)N(CC(=O)OCC(=O)Nc2cc(S(=O)(=O)N3CCCCC3)ccc2Cl)C1=O,13%,1%,5%,-15%,6%,40%[10 µM],-2%
CCOC(=O)c1cc(=O)n2nc(-c3ccc(C)cc3)nc2s1,-4%,-3%[38.3 µM],-8%,-2%,-5%,-14%[10 µM],-3%

# Part of the list above in order of count of non-hydrogen atoms, ascending:
SMILES,HttQ103 aggreg,IMPase Li inh,GAA glycogen mod,RGS12 GoLoco inh,GAA inh,HTT cytoprotect,GAA spleen mod
Cc1ccc(NC(=O)c2ccccc2NC(=O)CCC(=O)O)cc1,10%,-1%,6%,-5%,0%,-10%[10 µM],-1%
CC(C1OC(C)(C)C(O)C1O)C1CC[C@@]2(C)C3=CCC4C(C)(C)C(=O)CC[C@]4(C)C3CC[C@@]12C (stereo partly drawn),·,8%,·,-1%,·,-75%[inhibitor],-6%
CO[C@]1(NC(=O)C2SC(=C(C(N)=O)C(=O)O)S2)C(=O)N2C(C(=O)O)=C(CSc3nnnn3C)CS[C@H]21 (stereo partly drawn),9%[20.6 µM],2%,·,-4%[21.6 µM],·,?,6%[29.1 µM]

# Next part.
SMILES,HttQ103 aggreg,IMPase Li inh,GAA glycogen mod,RGS12 GoLoco inh,GAA inh,HTT cytoprotect,GAA spleen mod
COc1ccc(C2=NOC(C(=O)NCc3ccccc3)C2)cc1 (stereo not drawn),30%,-19%[38.3 µM],11%,16%,-4%,-71%[inhibitor],2%
CC(C)COC(=O)c1ccccc1N1C(=O)C2C3CCC(C3)C2C1=O (stereo not drawn),-9%,-6%,0%,4%,-2%,·,-2%
Cc1ccc(CNC(=O)Cc2nc3nc(C)cc(C)n3n2)cc1,-1%,1%,2%,0%,4%,7%[10 µM],-4%
CCn1nc(C)c(CNC(=O)c2cc(COc3ccc(F)cc3Cl)on2)c1C,7%[9.22 µM],·,2%,6%,·,12%[10 µM],-3%
CCC(C)OC(=O)C1=C(C)OC23OC(N)=C(C#N)C12C(=O)c1ccccc13 (stereo not drawn),-14%,0%,-8%,-8%,-11%,10%[10 µM],-11%
O=c1cc(-c2ccccc2)[nH]n1-c1ccc([N+](=O)[O-])cc1,?,11%[38.3 µM],-27%,-6%,-8%,-16%,3%
Cc1cc(NC(=O)c2ccc(Cl)cc2Cl)n(CCC#N)n1,-9%,-1%,-21%,-3%,-4%,-25%,6%
Cc1c(NC(=O)c2ccc3c4c(cccc24)CC3)c(=O)n(-c2ccccc2)n1C,-6%,31%[38.3 µM],6%,4%,1%,2%,-12%
CCOC(=O)c1ccc(NC(=O)CC2C(=O)N(c3cccc(OC)c3)C(=O)N2CCOC)cc1 (stereo not drawn),-6%,34%[38.3 µM],1%,3%,-9%,-21%,-6%
O=C(Cc1ccccc1)NC(Nc1cccc2ccccc12)C(Cl)(Cl)Cl (stereo not drawn),0%,17%[38.3 µM],-13%,10%,0%,-3%,-1%
Cc1ccc(S(=O)(=O)N2CC=C(C(=O)NCc3ccc(F)cc3)CC2)cc1,11%,1%,-3%,-8%,-6%,·,-1%
CC(=O)Nc1ccc(N2C(=O)CC(Sc3nc4ccccc4s3)C2=O)cc1 (stereo not drawn),11%[9.22 µM],19%,11%,14%,-5%,-27%,-5%
COC(=O)c1ccc(-n2nnnc2SC)cc1,?,-6%[38.3 µM],0%,3%,-4%,4%,-4%
CCOc1ccccc1C1C(C#N)=C(N)Oc2cc(N)ccc21 (stereo not drawn),7%,31%[activator][38.3 µM],?,-1%,-8%,-24%,0%
CN1CCN(C(=O)c2ccc3c(c2)S(=O)(=O)c2ccccc2C3=O)CC1,24%,-6%,-1%,4%,-1%,-19%,4%
COc1ccc(C2=NOC(C(=O)NCC(C)C)C2)cc1 (stereo not drawn),6%,-10%[38.3 µM],0%,39%[activator],-2%,-20%,-5%
CCOc1ccc2nc(NC(=O)C(CCSC)NS(=O)(=O)c3cccs3)sc2c1 (stereo not drawn),-15%,9%[38.3 µM],6%,4%,-5%,11%[10 µM],3%
CCCCn1c(SCC(=O)NC(=O)NCc2ccco2)nc2cc(S(N)(=O)=O)ccc21,0%,-10%[38.3 µM],-6%,-7%,1%,13%[4.97 µM],-6%
O=C(COc1ccccc1)NCCSc1ccccc1,3%,3%[38.3 µM],7%,3%,-4%,35%,-3%
CCCC1c2c(ccc3ccccc23)Oc2ccc3ccccc3c21,·,-2%,·,-6%[14.2 µM],·,5%[10 µM],·
Cc1cc2c(c(/C=C/C(=O)c3ccccc3)c1)OC1(C=C2)Oc2ccccc2C(=O)N1C (stereo not drawn),·,11%,16%,-1%,-8%,·,-1%
COc1ccc2c(c1)OC1(O)COc3cc(OC)c(OC)cc3C1=C2 (stereo not drawn),·,16%,·,4%,·,·,4%
COCC(C)NC(C(=O)Nc1ccc(C)c(Cl)c1)c1ccccc1 (stereo not drawn),6%,33%[activator][38.3 µM],-21%,-12%,-6%,5%,-8%
N#Cc1ccccc1CSc1nc2ncc(Br)cc2[nH]1,5%,5%[38.3 µM],-1%,33%[activator],-10%,-24%[1.9 µM],-1%
O=C(CSc1nnc2c3ccccc3c3ccccc3c2n1)Nc1ccccc1F,21%,?,13%,159%[activator],5%,-9%,3%
Cc1cccc(N=Nc2c(C)[nH]n(C(N)=S)c2=O)c1C,-8%,3%,0%,9%,-5%,-27%,-2%
CN1CCN(c2ccc(C(CC(N)=O)NC(=O)Cc3ccc(Br)cc3)cc2[N+](=O)[O-])CC1 (stereo not drawn),12%[9.22 µM],·,-10%,5%,·,31%[10 µM],15%
Cc1cc(N2CCN(C(=O)OC(C)(C)C)CC2)n2ncnc2n1,-27%,·,15%,·,0%,11%[10 µM],9%
COc1ccc(CNc2oc(COc3ccc(Cl)cc3)nc2C#N)cc1,?,34%[activator][38.3 µM],-5%,5%,-2%,-25%,-6%
COc1ccc(CCNC(=O)c2cc(-c3cc(Cl)cc(Cl)c3)oc2C)cc1,5%,1%[38.3 µM],6%,-3%,-9%,5%,-9%
CC1=NN(Cc2ccccc2)C(=O)C1C(c1ccncc1)C(C#N)C#N (stereo not drawn),-3%[9.22 µM],·,?,-14%,·,4%[10 µM],-3%
CCN1CCS/C1=C\C=C\C1=[N+](CC)CCS1,1.1µM*,11%,4%,-8%,·,-66%[inhibitor],·
O=C(NNC1=NCCCCC1)c1ccccc1,-2%,4%[38.3 µM],13%,12%,3%,-1%,3%
CCOc1ncccc1C(=O)OCC(=O)Nc1cccc(S(N)(=O)=O)c1,-1%,2%,3%,8%,-4%,0%,-12%
CNC(=O)C(=O)NCC1OCCN1S(=O)(=O)c1ccc2c(c1)OCCO2 (stereo not drawn),8%,-3%,3%,5%,-5%,5%[10 µM],5%
Cn1cccc1/C=N/NC(=O)CNc1ccc2ccccc2c1,0%[9.22 µM],·,5%,-5%,·,-17%[10 µM],-5%
CC(C)c1ccc(-c2nnn(Cc3nc4ccccc4s3)n2)cc1,?,41%[activator][38.3 µM],-8%,12%,?,-12%[10 µM],-9%
C=C(C)C(=O)/C=C/c1ccc(Br)cc1,·,7%,·,6%,·,?,2%
Cc1cc(=O)[nH]c(SCC(=O)N2c3ccccc3CC2C)n1 (stereo not drawn),-4%,24%[38.3 µM],3%,5%,-6%,19%,-2%
CN1CCN(c2ncnc3ccc(-c4cccnc4)cc23)CC1,·,9%,·,4%,·,-83%[inhibitor],5%
COc1ccccc1NC(=O)CCC(=O)N/N=C(/C)c1ccc(C)cc1,9%,9%,12%,-2%,-1%,-1%[0.074 µM],-1%
O=[N+]([O-])c1ccc2[nH]c(O)c(N=NC(=S)NCC3CCCO3)c2c1 (stereo not drawn),-20%,-4%,6%,1%,-9%,-6%[10 µM],4%
CCN(CC)C(=O)CSc1ncnc2sc(C)c(C)c12,-15%[9.22 µM],11%,-18%,3%,-2%,-1%[10 µM],5%
CN(C)Cc1cc(C(C)(C)C)cc(CN(C)C)c1O,·,-14%,·,-10%[14.2 µM],·,-7%[10 µM],·

# Screening results as filed in PubChem BioAssay.
